Assay outcomes deposited in PubChem BioAssay by several laboratories.
NALP1 yeast inh: blocks the NALP1 inflammasome reconstituted in yeast. S. cerevisiae NALP1/ASC/caspase-1 growth, X-gal OD620, 72 h. inhibition, % at 10 µM. hit rate 0.61% among 280,000. AID 2071; in the data active = inhibition mostly above about 24%, no sharp cut-off; inactive = mostly below about 32%; note: some compounds called inactive have numbers as strong as hits
M18AAP inhibitor: blocks P. falciparum M18 aspartyl aminopeptidase; recombinant PfM18AAP, H-Glu-NHMec fluorogenic cleavage; inhibition, % at 7.35 µM; hit rate 1.2% among 290,000;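 active = inhibition above the campaign mean inhibition over all tested compounds plus 3 SD, cut at about 28% in these data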;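 note: 0% = plate median of test compound wells and 100% = 2 mM ZnCl2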
p-CIP stab down: p/CIP protein destabilization | decrease of EGFP signal, % at 10 µM | Q05BA5 | hit rate 0.01% among 290,000 | F442A p/CIP-EGFP cells, EGFP fluorescence, 16 h;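 active = EGFP signal decrease of at least 30% at 10 µM or well 3 SD below plate mean, unless failing retest; inactive = the rest, including hits failing retest or dose response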; note: some compounds called inactive have numbers as strong as hits; many of its hits are not listed in these tables
PHOSPHO1 inh: PHOSPHO1 (human) inhibition; Q8TCT1; recombinant PHOSPHO1, absorbance phosphatase assay; inhibition, % at 13.3 µM; hit rate 1.1% among 290,000; in the data active = inhibition above about 60%
GPR7 antagonist: antagonists of human GPR7 (neuropeptides B/W receptor 1) | hit rate 1.1% among 290,000 | P48145 | GPR7-expressing cells, fluorescence antagonist assay | inhibition, % at 4.4 µM; in the data active = inhibition above about 16%, passing the limit was not always enough;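 note: cells stimulated with the agonist NPW; 0% = agonist with vehicle and 100% = vehicle without agonist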
VIM-2 inh: blocks Pseudomonas aeruginosa VIM-2 metallo-beta-lactamase. purified VIM-2, nitrocefin hydrolysis, epi-absorbance fluorescence. inhibition, % at 5.6 µM. hit rate 0.89% among 290,000. AID 1527;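 active = inhibition above the mean of all tested compounds plus 3 SD, cutoff set per screening run, cut at about 7.5% in these data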;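 note: red hydrolysis product quenches plate fluorescence so inhibitors raise well fluorescence; 0% = enzyme with DMSO and 100% = DMSO without enzyme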
IDE act: activators of human insulin-degrading enzyme in cells | activation, % at 5.96 µM | HEK cells, FAbeta-B cleavage, fluorescence polarization; 0% vehicle, 100% cell-free pure enzyme wells | hit rate 0.073% among 340,000;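 active = activation above the mean of all tested compounds plus 3 SD, set per screening campaign, cut at about 17% in these data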
Target sequence (P14735 whole entry, looked up): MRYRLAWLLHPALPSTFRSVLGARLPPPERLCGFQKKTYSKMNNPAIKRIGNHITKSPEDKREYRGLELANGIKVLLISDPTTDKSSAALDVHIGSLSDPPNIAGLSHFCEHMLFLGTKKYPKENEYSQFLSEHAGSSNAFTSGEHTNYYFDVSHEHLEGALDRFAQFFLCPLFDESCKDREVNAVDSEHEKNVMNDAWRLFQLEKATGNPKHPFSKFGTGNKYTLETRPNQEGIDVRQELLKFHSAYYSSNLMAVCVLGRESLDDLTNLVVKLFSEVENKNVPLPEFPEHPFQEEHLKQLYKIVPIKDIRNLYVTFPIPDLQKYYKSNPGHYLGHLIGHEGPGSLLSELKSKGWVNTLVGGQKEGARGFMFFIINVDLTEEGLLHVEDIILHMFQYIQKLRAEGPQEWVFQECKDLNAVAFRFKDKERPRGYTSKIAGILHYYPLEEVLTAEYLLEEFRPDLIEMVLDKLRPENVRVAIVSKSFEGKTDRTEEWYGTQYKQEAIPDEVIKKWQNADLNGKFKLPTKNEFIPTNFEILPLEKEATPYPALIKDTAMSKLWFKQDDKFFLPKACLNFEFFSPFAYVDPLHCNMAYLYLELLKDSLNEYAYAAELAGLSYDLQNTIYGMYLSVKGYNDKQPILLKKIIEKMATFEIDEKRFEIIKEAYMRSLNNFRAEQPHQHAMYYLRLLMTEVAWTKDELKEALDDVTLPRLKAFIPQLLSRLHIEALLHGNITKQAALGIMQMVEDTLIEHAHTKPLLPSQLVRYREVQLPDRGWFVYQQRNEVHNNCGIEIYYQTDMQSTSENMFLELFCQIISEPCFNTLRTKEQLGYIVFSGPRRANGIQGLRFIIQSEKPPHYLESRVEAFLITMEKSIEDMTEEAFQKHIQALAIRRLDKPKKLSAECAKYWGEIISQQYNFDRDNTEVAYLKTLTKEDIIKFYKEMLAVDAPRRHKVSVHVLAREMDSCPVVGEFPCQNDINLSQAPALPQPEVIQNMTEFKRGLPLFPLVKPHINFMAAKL
IMP-1 inhibitor: blocks Pseudomonas aeruginosa IMP-1 metallo-beta-lactamase. purified IMP-1, nitrocefin hydrolysis, epi-absorbance fluorescence. inhibition, % at 5.6 µM. hit rate 0.45% among 290,000. AID 1556;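 active = inhibition above the mean plus 3 SD of all compounds in the same screening run, cut at about 4.5% in these data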;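 note: 0% = IMP-1 with DMSO and 100% = DMSO wells lacking enzyme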
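Test system: recombinant IMP-1 enzyme, purified / Medium: HEPES buffer pH 7.1 with ZnSO4 and Brij 35 / Doses: single dose, 5.6 µM / Times: 25 °C, 15 min preincubation, 25 min reaction / Detection: Epi-absorbance via hydrolysed-nitrocefin quenching of white-plate fluorescence, 480/530 nm, EDTA stop / Evaluation: percent inhibition from optical density relative to buffer-blank wells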
IDE inh: inhibitors of human insulin-degrading enzyme in cells. P14735. hit rate 0.41% among 320,000. HEK cells, FAbetaB cleavage, fluorescence polarization. inhibition, % at 5.59 µM;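 active = percent inhibition above the average of all tested compounds plus 3 SD, set per screening campaign, cut at about 16% in these data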;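 note: IDE supplied by intact live HEK cells; FP after avidin binding of uncleaved biotin substrate so inhibition keeps polarization high; 0% = DMSO wells and 100% = 60 µM reference IDE inhibitor Ii1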
Active calls of the source: *; nt = not tested or not shown; & = joins results of further samples. Not a hit list, and some 5.3% of all compounds hit somewhere here.

SMILES	NALP1 yeast inh	M18AAP inhibitor	p-CIP stab down	PHOSPHO1 inh	GPR7 antagonist	VIM-2 inh	IDE act	IMP-1 inhibitor	IDE inh
CCN(CC)C(=O)CNC(=O)c1nn(-c2ccc(OC)c(Cl)c2)c(=O)c2ccccc12	6	-8	4	23	-11	-1.6	2	-3.6	6
CCN(CC)S(=O)(=O)c1ccc2oc(SCC(=O)NC3CC3)nc2c1	5	32*	-35	17	-4	-4.7	0	-3.0	3
Nc1nc(N)c(C=Nc2ccc(Br)cc2)c(Nc2ccc(Br)cc2)n1	28	-8	-3	52	-4	-0.8	5	0.2	-10
CC(C)C(NC(=O)c1ccccc1NC(=O)c1ccco1)C(=O)NNC(=O)c1ccncc1 (stereo not drawn)	-18	3	-2	28	-11	-2.7	2	-2.8	6
O=C(COC(=O)C1CCN(S(=O)(=O)c2ccc3c(c2)OCCO3)CC1)Nc1ccccc1OC(F)F	18	-10	-2	7	8	-1.3	2	-2.0	0
COc1cc(/C=N/O)ccc1OCc1ccccc1Cl	-13	2	4	13	-26	-3.6	6	-2.1	0
CCC(=O)N1CCN(c2ccc(NC(=O)COc3cccc(C)c3C)cc2)CC1	28	-5	-15	32	5	0.6	3	-2.2	-2
Cc1nc2nc(C)c(NS(=O)(=O)c3ccc(C(C)(C)C)cc3)c(=O)n2[nH]1	15	-13	1	36	10	-0.5	1	-1.7	-2
CCOc1cc(/C=N/NC(=O)C2CCCC2)ccc1OC(C)C	5	-1	-3	25	-15	-3.4	4	-1.6	-4
Cc1ccc(C(=O)NC(=S)Nc2ccc3[nH]c(=O)[nH]c3c2)cc1C	22	-2	-6	3	-7	-2.1	5	-2.4	2
O=C1CSC(=Nc2ccc(F)cc2)N1	13	-8	-5	-1	0	-2.9	4	-3.5	5
O=C(CSc1ccc(Br)cc1)Nc1ccccc1Oc1ccccc1	19	-3	-4	-6	0	-1.4	4	-0.7	-3
Cc1ccc(NC(=O)COC(=O)C(NS(=O)(=O)c2ccc(Cl)cc2)C(C)O)c(Br)c1 (stereo not drawn)	23	1	-6	-25	-6	-0.7	2	-1.4	4
COc1ccc(CCNC(=O)Cn2cnc3ccccc3c2=O)cc1OC	nt	-10	-18	4	-7	-1.7	-2	-2.4	0
O=C(CS(=O)c1ccc(Br)cc1)N1CCOCC1 (stereo not drawn)	2	-3	-5	11	-3	-1.5	3	-0.8	-5
CC(C)C(NC(=O)c1ccccc1)c1nnc(SCC(=O)NC2CCCC2)n1C (stereo not drawn)	-6	2	-5	16	-9	1.0	5	-2.0	3
O=C(COC(=O)CNS(=O)(=O)c1ccc2ccccc2c1)Nc1ccccc1Sc1ccccc1	nt	6	6	4	23*	-1.2	3	-0.3	-2
CCc1nn2c(=O)c(S(=O)(=O)Nc3ccccc3)c(C)nc2s1	6	3	-1	46	-5	-2.1	-2	-2.1	-8
CC(=O)c1ccc(NC(=O)Nc2ccc3c(c2)N(C)C(=O)CS3)cc1	8	2	-6	11	-6	-2.3	5	-2.2	-2
Cc1ccc(OCC(=O)Nc2ccccc2C(=O)NC2CC2)cc1C	10	-11	1	38	4	-2.6	3	-0.5	-5
CCOC(=O)c1c(NC(=O)c2ccccc2N(C)S(=O)(=O)c2ccccc2)sc2c1CCCC2	22	-8	7	-11	-13	-1.0	6	-3.4	2
CCOCCc1nn2c(=O)cc(CSCC(=O)Nc3ccc(OC)cc3)nc2s1	12	-17	-14	18	4	-1.4	-2	-2.5	0
O=[N+]([O-])c1ccc(N2CCN(CCO)CC2)cc1Sc1nc2ccccc2[nH]1	10	1	-8	32	-7	-1.1	5	-2.9	5
CC1(C)SC2c3ccccc3C(=O)N2[C@@H]1C(=O)NCCCN1CCOCC1 (stereo partly drawn)	10	2	-6	-25	-6	-3.3	0	-2.5	2
CN(C)c1cc[n+](CC(=O)Nc2c(Cl)cc(Cl)cc2Cl)cc1	-6	3	0	-9	-5	-1.6	1	-1.6	4
CC1=NC(Nc2nc(C)c3ccccc3n2)=NC(C)(C)C1	-1	0	6	37	-2	6.2	2	-2.4	1
Cc1ccc(NC(=S)NCCc2c[nH]c3ccccc23)cc1	3	3	-6	-9	-2	-5.3	-1	-5.2	1
Cc1c(OCC(=O)NC2CC(C)(C)NC(C)(C)C2)ccc2c3c(c(=O)oc12)CCC3	7	-4	-4	34	2	32*	5	-3.5	0
O=S(=O)(NC(=NCCc1ccc(Cl)cc1)c1ccccc1Cl)c1cccs1	-1	4	-12	29	7	-2.5	8	-1.5	3
Nc1ccccc1SCc1c(Cl)cccc1Cl	-10	3	-6	-5	-11	-2.5	-3	-3.5	-2

Copied from the listing for reference:
SMILES	NALP1 yeast inh	M18AAP inhibitor	p-CIP stab down	PHOSPHO1 inh	GPR7 antagonist	VIM-2 inh	IDE act	IMP-1 inhibitor	IDE inh
O=S(=O)(NC(=NCCc1ccc(Cl)cc1)c1ccccc1Cl)c1cccs1	-1	4	-12	29	7	-2.5	8	-1.5	3
Nc1ccccc1SCc1c(Cl)cccc1Cl	-10	3	-6	-5	-11	-2.5	-3	-3.5	-2

(next part)
SMILES	NALP1 yeast inh	M18AAP inhibitor	p-CIP stab down	PHOSPHO1 inh	GPR7 antagonist	VIM-2 inh	IDE act	IMP-1 inhibitor	IDE inh
O=C(CN1CCCC1)N1c2ccccc2Sc2ccccc21	2	-4	8	-1	-11	-1.0	2	-3.2	-1
CCOc1ccc(N=C(C)c2ccccc2O)cc1	32	-3	0	-11	-2	0.0	-2	1.4	-1
Cc1sc(N)nc1-c1c(C)n(C)c2ccccc12	0	6	-13	33	-8	-2.1	1	-3.1	nt
O=C(COC(=O)c1ccccc1N1C(=O)C2C3CCC(C3)C2C1=O)c1ccccc1 (stereo not drawn)	4	-6	12	-14	-7	-0.6	4	-1.9	-2
CCCc1cc(=O)oc2cc(C)cc(OCc3nn[nH]n3)c12	14	4	4	1	2	1.5	3	-4.3	0
COc1ccc(S(=O)(=O)NC2CCCCC2)cc1F	17	-5	-18	22	-1	-2.8	0	-2.8	nt
Cc1cc(C)c(NS(=O)(=O)c2c(C(=O)N3CCOCC3)c(C)n(C)c2C)c(C)c1	5	3	10	12	-2	-1.5	9	-1.0	1
COc1ccc(CCN2CC34C=CC(O3)C(C(=O)NCc3ccccc3Cl)C4C2=O)cc1OC (stereo not drawn)	7	-3	-1	0	-1	-2.2	7	-0.9	5
CC1CCN(C(=O)C(C)Sc2nc(-c3ccccc3)cc(C(F)(F)F)n2)CC1 (stereo not drawn)	9	4	-13	3	1	-2.1	-1	-2.5	2
CCOc1ccc(NC(=O)C(c2ccccn2)N(C(=O)CCl)c2ccc(OC)cc2)cc1 (stereo not drawn)	9	14	-12	-44	2	-1.7	1	-2.6	-6
CN(C)CCCN(C(=O)c1ccc(S(=O)(=O)N(C)Cc2ccccc2)cc1)c1nc2c(F)cccc2s1	14	1	-4	27	-10	-2.9	1	-3.0	-1
Cc1ccc(OCCC(=O)Nc2c(C)n(C)n(-c3ccccc3)c2=O)cc1	8	-3	12	14	-10	-2.8	0	-3.4	-5
S=c1[nH]nc(-c2cc(-c3ccccc3)n[nH]2)n1/N=C/c1ccc(Br)s1	-12	6	-11	-36	-6	-3.7	0	-4.2	-4
O=c1c2ccccc2ncn1Cc1ccco1	10	-16	-8	16	8	0.0	-3	-0.4	-2
Cc1c(C)c2ccc(OCC(=O)Nc3ccc(CN4CCOCC4)cc3)cc2oc1=O	10	3	1	-20	0	5.8	-1	-2.2	2
Cc1ccnc2nc(C(=O)Nc3ccc(S(=O)(=O)N4CCCC4)cc3)nn12	22	-3	-11	4	-8	-3.3	2	-3.6	1
CC(C)N(CCO)C(=O)CCc1nnc(CCCc2ccccc2)o1	1	-4	-12	15	-6	-1.5	-3	-4.0	4
CC(C)C(NC(=O)C1CCCCC1)C(=O)Nc1ccc2c(c1)OCCO2 (stereo not drawn)	-14	2	-7	30	2	0.0	9	-0.8	9
CC1=C(C(=O)OCc2ccccc2)C(c2cccnc2)n2ncnc2N1 (stereo not drawn)	1	-3	-7	8	-14	-3.0	2	-2.6	1
CCOC(=O)N1CCN(S(=O)(=O)c2c(C)nc3scc(C)n3c2=O)CC1	22	8	10	38	11	0.0	3	1.0	2
Cn1c(=O)c2c(nc(SCC(=O)Nc3ccccc3N3CCCCC3)n2C)n(C)c1=O	3	-11	-3	-18	-7	-3.0	3	0.1	2
COc1ccc(CCNC(=O)C(=O)NCC2OCCN2S(=O)(=O)c2ccc(Br)cc2)cc1 (stereo not drawn)	16	2	-11	13	-4	-3.2	2	-1.7	4
O=S(=O)(c1ccc(Cl)cc1Br)N1CCCCC1	nt	4	-7	-11	-1	-3.6	5	-1.4	-6
Cc1ccc(N2C(=O)C3ON(c4ccccc4)C(c4ccncc4)C3C2=O)cc1 (stereo not drawn)	26	-23	-20	-30	-10	-2.5	0	-0.3	-1
CC1CCN(CC(=O)c2c[nH]c3ccccc23)CC1	-6	1	-9	48	7	-3.9	4	-3.5	6
Cn1cc(CN(CCO)Cc2cccs2)c(-c2cccc(Cl)c2)n1	-12	4	0	7	-8	-2.9	4	-2.7	5
COC(=O)c1cc(Br)c(=O)n(Cc2ccco2)c1	9	-40	-10	6	-8	0.6	-2	0.1	3
C=CCSc1nc(N)c(C(=O)Nc2ccccc2OC)cc1C(=O)Nc1ccccc1	13	-4	-1	0	4	-3.5	2	-3.2	0
Cc1ccc(Cl)cc1NC(=O)NCc1ccccn1	-52	5	2	36	-8	-1.3	-1	-3.9	0
Cc1ccc(NC(=O)c2nnn(CC(=O)Nc3ccc4c(c3)OCO4)c2N)cc1C	18	-7	-5	42	-13	-0.8	5	-1.4	-1
CN(C)CCN(Cc1cccs1)c1ccccn1	34	-7	-18	-6	-12	-4.2	0	-3.3	3
CCOc1cc(/C=N/n2c(C)nc3sc(C)c(C)c3c2=O)ccc1O	14	13	-14	-6	11	2.0	3	-2.0	-3
CCOc1ccc(CCNC(=O)COC(=O)/C=C/c2ccco2)cc1OCC	18	4	-11	-21	-14	-4.6	4	-1.9	4
CCc1ccc(OCCCC(=O)NCc2ccco2)cc1	16	4	-4	5	0	-4.7	-2	-2.6	3
O=C(NC1(O)C(=O)c2ccccc2C1=O)c1c(Cl)cccc1Cl	nt	4	-4	53	-10	-2.4	nt	-0.6	-5
COCc1cc(C)nc(SCC[N+](C)(C)CC(=O)Nc2cccc(C(F)(F)F)c2)c1C#N	-14	-2	-4	8	-2	-4.0	-1	-4.1	1
O=C(Oc1ccc(Br)cc1)c1n[nH]c(=O)c2ccccc12	5	-4	1	24	0	-1.2	-2	-1.1	3
Nc1ccc(S(=O)(=O)Nc2cnc3ccccc3n2)cc1	-3	-3	6	-10	-2	-0.2	-7&6	-1.8	3&8
CCC(C)(C)NC(=O)C(c1ccccc1F)N(Cc1ccco1)C(=O)Cn1nnc2ccccc21 (stereo not drawn)	-8	-9	-25	-10	10	-1.2	0	-3.1	10
O=C(/C=C/c1ccc([N+](=O)[O-])cc1)/C=C/c1ccco1	18	3	-21	16	3	-2.2	2	-0.2	5
